Screening data as filed in PubChem.
NCF1 inh: blocks human p47phox regulatory protein of NADPH oxidases. P14598. p47phox/p22phox peptide binding, fluorescence polarization, 2 h. inhibition, % at 24.7 µM. hit rate 0.53% among 220,000. AID 1274;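 also: 0% = p47phox with labelled peptide and 100% = labelled peptide alone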
Rad51 HR inh: Rad51 (human) homologous recombination inhibition; inhibition, % at 10 µM; Q06609; AID 1385; hRad51 DNA strand exchange, fluorescence dequenching; hit rate 0.085% among 200,000;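 active = inhibition above 40% at the single screening dose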;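 also: 0% = DMSO control wells and 100% = blanks with heterologous ssDNA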
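System: hRad51 filaments on single-stranded DNA; reagent: Fluorescein- and BHQ1-tagged 47-mer duplex; compound dosing: one concentration, 10 µM final; timing: filaments 15 min 37 °C, then compound 30 min; measured by: fluorescein emission 520 nm, excitation 485 nm; benchmarks: per-plate controls and blanks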
EBV gp42 inh: inhibitors of Epstein-Barr virus glycoprotein 42. Q1HVG2. Fluorescence polarization binding assay, mP read-out. inhibition, % (tested at 21.74 µM). hit rate 0.42% among 220,000. AID 1085; in the data active = inhibition above about 50%
Thrombin inh: thrombin (human) inhibition; alpha-thrombin, Boc-VPR-AMC fluorogenic substrate cleavage; P00734; inhibition, % at 5 µM; AID 1046; hit rate 0.26% among 220,000;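 active = inhibition at or above 40%; inactive = inhibition below 40%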;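 also: 0% = enzyme with no compound and 100% = wells without enzyme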
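Test system: human alpha-thrombin protein / Dosing: one concentration per compound, 5 µM, with 0.2% DMSO / Medium: pH 7.5 Tris-saline with Tween 20 / Benchmarks: no-compound enzyme wells and no-enzyme blanks / Read-out basis: percent inhibition of thrombin substrate cleavage / Timing: reaction at room temperature / Measured by: fluorescence, ex 355 nm, em 460 nm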
Furin inhibitor: inhibitors of human furin; purified furin, fluorogenic substrate cleavage; inhibition, % at 30 µM; hit rate 0.061% among 220,000; AID 463115; in the data active = inhibition above about 25%; also: inactives centre near -15
14-3-3 Bad inh: disrupts binding of bovine 14-3-3 zeta to phospho-Bad peptide; P63103; TR-FRET 14-3-3zeta/Dy647-pBad peptide displacement, 1 h; inhibition, % at 21.7 µM; hit rate 0.71% among 220,000; AID 781;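 active = inhibition above about 70%, limit read from the data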;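 also: 0% = full 14-3-3 plus peptide FRET controls and 100% = background without 14-3-3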
hK5 inh: blocks human kallikrein 5 protease activity; Q9Y337; recombinant hK5, fluorogenic AMC substrate cleavage; inhibition, % at 5 µM; hit rate 0.59% among 210,000; AID 873;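 active = inhibition of 40% or more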;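 also: 0% = enzyme controls without compound and 100% = no-enzyme blanks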
Cl transport mod: modulates chloride dependent transport by human KCC2 | Q9H2X9 | KCC2 cells, thallium flux FluoZin-2 fluorescence | B-score of Tl+ flux slope (higher = more flux/activation; lower = inhibition) at 10 µM | hit rate 2.2% among 190,000 | AID 1456;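 active = thallium flux slope and its plate-corrected score both differing from the plate sample mean at a set confidence after two filtering rounds, in either direction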;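 also: slope of fluorescence scaled to starting intensity during 10 to 20 s after thallium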
Target sequence (Q9H2X9 whole entry, looked up): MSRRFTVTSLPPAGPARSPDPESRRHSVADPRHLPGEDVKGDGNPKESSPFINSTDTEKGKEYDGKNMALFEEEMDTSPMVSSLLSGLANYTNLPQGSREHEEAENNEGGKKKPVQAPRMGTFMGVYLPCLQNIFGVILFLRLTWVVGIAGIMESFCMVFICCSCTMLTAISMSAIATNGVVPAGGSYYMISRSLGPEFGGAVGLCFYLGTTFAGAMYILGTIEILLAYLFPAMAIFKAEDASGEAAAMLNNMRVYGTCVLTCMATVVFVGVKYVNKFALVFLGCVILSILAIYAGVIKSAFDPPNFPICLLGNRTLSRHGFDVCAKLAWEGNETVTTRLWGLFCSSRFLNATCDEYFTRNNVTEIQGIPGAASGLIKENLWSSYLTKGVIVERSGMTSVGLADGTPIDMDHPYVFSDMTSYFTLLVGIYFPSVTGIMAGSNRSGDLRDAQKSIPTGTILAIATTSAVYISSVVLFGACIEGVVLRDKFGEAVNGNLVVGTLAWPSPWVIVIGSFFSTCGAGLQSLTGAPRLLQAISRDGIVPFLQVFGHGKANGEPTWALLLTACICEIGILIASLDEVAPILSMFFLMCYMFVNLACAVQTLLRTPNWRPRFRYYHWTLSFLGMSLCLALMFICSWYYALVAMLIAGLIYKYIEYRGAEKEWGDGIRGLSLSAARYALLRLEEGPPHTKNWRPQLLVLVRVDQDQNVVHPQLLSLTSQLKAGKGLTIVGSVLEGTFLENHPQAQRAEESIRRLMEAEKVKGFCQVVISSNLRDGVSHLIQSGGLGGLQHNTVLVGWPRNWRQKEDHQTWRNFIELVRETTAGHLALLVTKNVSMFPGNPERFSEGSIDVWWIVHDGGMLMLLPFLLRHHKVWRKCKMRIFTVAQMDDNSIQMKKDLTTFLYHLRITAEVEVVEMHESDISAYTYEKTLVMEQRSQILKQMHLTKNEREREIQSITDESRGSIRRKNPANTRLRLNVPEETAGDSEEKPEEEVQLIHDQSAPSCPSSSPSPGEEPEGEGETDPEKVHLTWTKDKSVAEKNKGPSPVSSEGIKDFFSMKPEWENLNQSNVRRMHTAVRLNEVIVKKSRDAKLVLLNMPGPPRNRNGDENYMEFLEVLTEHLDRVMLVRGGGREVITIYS
eIF4E-4G inh: inhibitors of eIF4E and eIF4G interaction in translation initiation | TR-FRET eIF4E-eIF4GI(517-606) binding, 2 h | inhibition, % at 21.7 µM | hit rate 0.37% among 220,000;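 also: 0% = full FRET control wells and 100% = background wells lacking eIF4GI fragment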
An asterisk follows results filed as active; x = no result given; [ ] = dose if it differs, or a comment.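 The calls were made as follows, unless noted: active = inhibition above about 30% (limit read from the data); inactive = the rest.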

Below each SMILES: NCF1 inh | Rad51 HR inh | EBV gp42 inh | Thrombin inh | Furin inhibitor | 14-3-3 Bad inh | hK5 inh | Cl transport mod | eIF4E-4G inh
CC(C)(CNC(=S)NCCc1ccccc1)CNC(=S)NCCc1ccccc1
→ 3 | 3 | -3 | -3 | -16 | 4 | -22 | -5.1* | -1[fluorescence artefact?]
Cc1ccc(C(=O)O/N=C/C2=C(Cl)c3ccccc3CC2)cc1
→ -4 | 8 | -2 | 6 | -18[20 µM] | -11 | 25 | -1.4 | -9
CCCCn1c(SCC(N)=O)nnc1-c1ccco1
→ -3 | 4 | -2 | 1 | -27 | -3 | 4 | 0.45 | 5
NC(=O)[C@@H]1CC2(CC(c3cccc(NC(=O)COc4ccc(Cl)cc4)c3)=NO2)CN1C(=O)COc1ccc(Cl)cc1 (some centres undefined)
→ -24 | 2 | -17 | 2 | -25 | -3 | 2 | 0.77 | -3
Cc1cccc(NC(=O)Cn2cnc3c(oc4ccccc43)c2=O)c1
→ 1 | -4 | -11 | -6 | -22 | -1 | -1 | 0.43 | -2
CC(C)CNC(=O)c1ccc(Cl)c(Cl)c1
→ -9 | 7 | 1 | -6 | -6[20 µM] | 8 | -1 | 0.43 | 1
CCOC(=O)c1[nH]c(C)c(C(=O)Nc2ccc3c(c2)OCCO3)c1C
→ 1 | -1 | -4 | -7 | -22 | 10[fluorescence artefact?] | -1 | x | 5
C[C@H](Nc1ncnc2sc3c(c12)CCC3)C(=O)O
→ -2 | x | -9 | 2 | -10[20 µM] | 4 | -17 | 0.53 | 1
O=C(CNC1CC1)Nc1cc(C(F)(F)F)ccc1Cl
→ 1 | x | -6 | -3 | -11 | 28 | 0 | -1.3 | -5
CCOC(=O)N1CCC(N(CCOC)C(=O)Nc2ccc(CC)cc2)CC1
→ 18 | -15 | -10 | -1 | -11 | 1 | 13 | -0.42 | 4
CN(C)/C=C(\C(=O)c1ccccc1)c1nnnn1-c1ccc(F)cc1
→ -30 | x | -18 | 0 | -18 | -3 | 7 | -0.17 | -1
Cc1ccc(-n2c(C)nc3c(cnn3-c3ccc(F)cc3)c2=O)cc1
→ -3 | x | -7 | -2 | -17 | 3 | -36 | -2.7 | 8
COC1OC(COC(=O)CNC(=O)OC(C)(C)C)C(O)C(O)C1O (centres undefined)
→ -3 | x | -13 | 1 | -33 | 1 | -8 | 2.4 | -5
COC(=O)c1ccccc1NC(=O)c1noc2c1CCCC2
→ -10 | 1 | -10 | -4 | -6 | -4 | 0 | -0.03 | -9
Cc1ccc(S(=O)(=O)N(CC(=O)N2CCc3ccccc3C2)c2ccc(Cl)c(Cl)c2)cc1
→ -13 | x | -15 | -5 | -23 | 7[fluorescence artefact?] | -24 | 0.099 | -1
C#CC[N+]1(CC#Cc2cccc(C)c2)CCCCC1
→ -2 | 0 | 14 | -11 | -7 | -7 | -1 | 0.27 | 0
COCCCn1cnc2c(c1=O)c1nc3ccccc3nc1n2-c1ccccc1
→ -11 | 0 | -5 | -1 | 2 | 12 | 6 | x | 8
CC1CCc2nc(/C(C#N)=C/c3cccnc3)sc2C1 (centres undefined)
→ -15 | -2 | 0 | 0 | -17 | 0 | 4 | 0.14 | 1
CCCCCn1c(=O)[nH]c2cc(C(=O)NCCc3ccc(OC)c(OC)c3)ccc2c1=O
→ -3 | 6 | -15 | 5 | -4[20 µM] | 25 | -6 | -1.6 | -28
CC1(C)N=C(c2ccc(Cl)cc2Cl)C(=O)N1
→ -12 | 0 | -8 | 1 | -33 | -2[fluorescence artefact?] | 1 | 0.8 | 4[fluorescence artefact?]
COc1ccc2cc(CCl)c(Cl)nc2c1
→ 3 | -25 | -17 | 1 | -9 | 6 | 5 | 0.042 | 1
CC(=O)NC(c1ccco1)c1ccc2cccnc2c1O (centres undefined)
→ -11 | -4 | -11 | -1 | -18 | 3 | -28 | x | -6
COC(=O)c1sc(N)c(C(=O)OC)c1COC(=O)CCNS(=O)(=O)c1ccc(C)cc1
→ -31 | 5 | -16 | 1 | -25 | 5 | -15 | -0.18 | -2
CN(C)CCOc1ncnc2c1oc1ccccc12
→ -7 | -8 | -27 | 8 | -13[20 µM] | 1[fluorescence artefact?] | 0 | 0.55 | 0
Cc1ccc(NC(=O)CN2C(=O)N/C(=C/c3cccn3-c3ccc(C(=O)O)cc3)C2=O)cc1
→ -43 | x | 50 | -7 | -24 | 38[fluorescence artefact?] | -41 | -0.15 | 34*
Cc1csc(NC(=O)CSc2nncc(=O)n2N)n1
→ -7 | 6 | -5 | 10 | 1 | -5 | -2 | 0.87 | -5
Cc1nc2c(oc3ccccc32)c(=O)o1
→ -21 | x | -11 | 1 | -14 | -1 | 9 | x | 0[fluorescence artefact?]
CCn1c(CN2c3ccccc3Sc3ccccc32)n[nH]c1=S
→ 0 | 19 | -7 | -1 | -22 | 0 | 5 | 0.85 | 3
O=C(N/N=C/c1ccccc1[N+](=O)[O-])C(=O)N1CCCC1
→ -3 | 10 | -21 | -3 | -26 | -1 | 2 | 0.92 | 6
O=C(N/N=C/C=C\c1ccco1)c1ccccn1
→ -6 | 31 | -10 | 3 | 0 | 2 | 3 | 0.83 | -2

Part of the list above, reduced to hK5 inh:
SMILES	hK5 inh
CC(C)CNC(=O)c1ccc(Cl)c(Cl)c1	-1
CCOC(=O)c1[nH]c(C)c(C(=O)Nc2ccc3c(c2)OCCO3)c1C	-1
C[C@H](Nc1ncnc2sc3c(c12)CCC3)C(=O)O	-17
O=C(CNC1CC1)Nc1cc(C(F)(F)F)ccc1Cl	0

The main list resumes with the three entries that preceded the break.
Below each SMILES: NCF1 inh | Rad51 HR inh | EBV gp42 inh | Thrombin inh | Furin inhibitor | 14-3-3 Bad inh | hK5 inh | Cl transport mod | eIF4E-4G inh
CCn1c(CN2c3ccccc3Sc3ccccc32)n[nH]c1=S
→ 0 | 19 | -7 | -1 | -22 | 0 | 5 | 0.85 | 3
O=C(N/N=C/c1ccccc1[N+](=O)[O-])C(=O)N1CCCC1
→ -3 | 10 | -21 | -3 | -26 | -1 | 2 | 0.92 | 6
O=C(N/N=C/C=C\c1ccco1)c1ccccn1
→ -6 | 31 | -10 | 3 | 0 | 2 | 3 | 0.83 | -2
CC1=NN(C(=O)c2ccc(Br)cc2)C(O)(C(F)(F)OC(F)(F)F)C1 (centres undefined)
→ -4 | x | 4 | 2 | -22[20 µM] | -5 | 7 | 6.1* | -6
COc1ccc(CC(=O)N/N=C(\C)CC(=O)NCc2ccco2)cc1OC
→ 3 | x | -17 | -2 | -32 | -2 | 5 | x | 5
COc1ccccc1-c1coc2cc(OC(=O)/C=C/c3ccccc3)ccc2c1=O
→ -46 | -5 | -5 | 2 | -25 | -7 | 1 | -0.26 | -3
C=CCc1cccc2cc(C(=O)Nc3ccccc3C(=O)O)c(=O)oc12
→ -21 | x | -12 | 1 | -12 | 3 | -2 | -1.1 | 5
Cc1cc(Cl)ccc1OCC(=O)NCCC(=O)O
→ -1 | -3 | 6 | 5 | -20 | 5 | -11 | x | 3
COc1ccc(CCNC(=O)CNS(=O)(=O)c2cccs2)cc1OC
→ -7 | -1 | -13 | -7 | -26[20 µM] | 8[fluorescence artefact?] | -21 | 0.24 | -9
Cc1ccc(N2C(=O)[C@@H]3C(C(=O)CCN4C(=O)c5ccccc5C4=O)=NN[C@@H]3C2=O)cc1
→ -10 | 2 | -4 | 0 | -5 | 2[fluorescence artefact?] | -1 | -0.65 | 4[fluorescence artefact?]
Cc1ccc2nc(NC(=O)c3ccc(N4C(=O)CCC4=O)cc3)sc2c1
→ -29 | -10 | -18 | x | -15 | 0 | -5 | -0.42 | 1
COc1cc2nc(SCc3ccc(C(F)(F)F)cc3)n(Cc3cccs3)c(=N)c2cc1OC
→ -20 | 10 | -18 | -3 | -16[20 µM] | -16 | 0 | x | -8
Fc1ccccc1Cn1nnc2c(-n3ccnc3)ncnc21
→ -9 | 16 | -17 | 1 | -16 | 2[fluorescence artefact?] | 3 | -0.14 | 2
COc1ccccc1Nc1nc(-c2cccc([N+](=O)[O-])c2)cs1
→ -12 | x | -7 | -5 | -12 | 4 | 1 | 2.6 | -3
COc1cc(C(=O)Nc2ccccn2)cc(OC)c1OC
→ -3 | 5 | -3 | -11 | -17[20 µM] | 0 | -19 | 0.51 | 2[fluorescence artefact?]
O=C(Nc1ccc2oc(-c3cccnc3)nc2c1)c1ccc([N+](=O)[O-])o1
→ 11 | 0 | -5 | -3 | -8 | 65 | -2 | -0.45 | 10
Cc1ccc(NC(=O)CS(=O)(=O)c2cn(C)c3ccccc23)c(C)c1
→ 0 | 1 | -4 | -2 | -32 | -8 | 4 | -0.061 | -15
CCOC(=O)Cc1csc(NC(=O)CCc2ccc(S(=O)(=O)N3CCOCC3)cc2)n1
→ -16 | 3 | 5 | -5 | -8 | -8 | 1 | 0.0019 | 1
COc1ccc(CNC(=O)CSc2nnc3c(Cl)cc(C(F)(F)F)cn23)cc1OC
→ -9 | 5 | -24 | 9 | 4 | -3 | -11 | 0.64 | 0[fluorescence artefact?]
COc1ccc(N2CCN(c3oc(COc4ccccc4Cl)nc3C#N)CC2)cc1
→ -3 | -1 | -22 | 3 | -12 | 9 | -11 | -1.9 | 1
COCCOC(=O)C1=C(C)N=C2SCCC(=O)N2C1c1cccs1 (centres undefined)
→ 4 | x | 0 | 2 | -3 | 3 | 0 | 0.59 | -1
Cc1ccc(/C=N\NC(=O)c2ccc(Cn3cc(Br)c([N+](=O)[O-])n3)o2)o1
→ -3 | 17 | 2 | -2 | -18 | -8 | -1 | x | 7
O=C(CN1CCCCC1)NNc1nc(-c2ccccc2)c2cc(Br)ccc2n1
→ -14 | 6 | -5 | -3 | -28 | -13 | -13 | 0.71 | 3
COC(=O)c1ccc(NC(=O)CN(c2ccc(OC)cc2)S(C)(=O)=O)cc1
→ -8 | -3 | -15 | 4 | -11[20 µM] | -3[fluorescence artefact?] | -3 | -0.76 | -10[fluorescence artefact?]
O=C(Nc1ccc2c(c1)OCCO2)N1CCOCC1
→ 8 | -22 | -5 | -5 | -19 | 9 | -15 | -0.19 | 3
Cc1ccc(S(=O)(=O)N/N=C/c2cccc([N+](=O)[O-])c2)cc1
→ 0 | -11 | -20 | -5 | -16 | -7 | 9 | -0.058 | -8[fluorescence artefact?]
O=C(CN1CCOCC1)Nc1ccc(-c2nc3ccccc3[nH]2)cc1
→ -2 | -2 | 3 | -4 | -15 | -10 | -9 | -0.22 | -2
COc1ccc(NC(C)(C)c2nnnn2-c2c(C)cccc2C)cc1
→ -8 | 19 | 0 | 1 | -28 | -6 | 3 | -3.1 | -1
O=C(NCc1ccccn1)C(C(=O)c1ccc(F)cc1)n1ccccc1=O (centres undefined)
→ -5 | 8 | 0 | -2 | -35[20 µM] | 0[fluorescence artefact?] | 1 | 0.67 | 2[fluorescence artefact?]
CCOC(=O)CSC1=NC(=O)/C(=C\c2ccc(Cl)cc2)S1
→ -44 | -47 | -14 | 0 | -29[20 µM] | 7 | -1 | 1 | 7
